HRas wt GTP bind: modulators of GTP binding to HRas wildtype, primary screen, biochemical, bead-based flow cytometry, multiplex; 190,000 tested, 0.14% active; GST-Ras wt beads, Bodipy-FL-GTP binding; actives lie on both sides; GTPase HRas (Homo sapiens), P01112; GTP binding activity, % at 10 µM;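 active = GTP binding activity at least 20% away from the 100% baseline, either lowered as inhibitor or raised as activator; inconclusive = flagged as likely green fluorescent, judged across all proteins in the well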;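 note: 0% = unlabeled GTP competition control and 100% = no-compound control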
Target sequence (P01112 whole entry, looked up): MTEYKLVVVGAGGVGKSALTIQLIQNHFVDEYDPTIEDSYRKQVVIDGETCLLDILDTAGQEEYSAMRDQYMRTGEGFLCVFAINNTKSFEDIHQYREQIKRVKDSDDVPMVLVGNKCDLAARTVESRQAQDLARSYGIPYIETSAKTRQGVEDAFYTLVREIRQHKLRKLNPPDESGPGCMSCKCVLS
ABCB1 block: ABCB1 efflux pump inhibitors, primary screen, cell-based, multiplex, flow cytometry, ABCG2 counter-screen; ATP-dependent translocase ABCB1 (Homo sapiens), P08183; CCRF-Adr cells, JC-1 efflux; inhibition, % at 6.6 µM; 190,000 tested, 0.067% active; AID 1326, 2008; in the data active = inhibition above about 40%;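 note: 0% = vehicle and 100% = reference inhibitor; higher value means more JC-1 retained so stronger ABCB1 efflux block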
Cdc42 wt GTP: modulators of GTP binding to wildtype Cdc42, primary screen, biochemical, multiplex bead flow cytometry, Bodipy-GTP; GST-Cdc42 beads; actives lie on both sides; percent activity (GTP binding), % at 10 µM; 190,000 tested, 0.2% active;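 active = percent activity GTP binding at least 20 points away from the 100% baseline, either down as inhibitor or up as activator; inconclusive = compound flagged as likely green fluorescent from well-wide comparison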;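 note: median bead fluorescence of bound Bodipy-FL-GTP at 100 nM; 0% = excess unlabeled GTP control and 100% = no compound control; below 100% means less GTP binding so inhibitor and above means activator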
Target sequence (P60953 whole entry, looked up): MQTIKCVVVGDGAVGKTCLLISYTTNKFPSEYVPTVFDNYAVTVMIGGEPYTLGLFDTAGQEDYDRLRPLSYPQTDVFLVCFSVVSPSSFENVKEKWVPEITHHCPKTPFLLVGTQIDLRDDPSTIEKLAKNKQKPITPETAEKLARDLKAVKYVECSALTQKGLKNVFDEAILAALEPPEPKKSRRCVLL
Rac1 act GTP bind: GTP binding modulators of activated mutant Rac1, primary screen, biochemical, bead-based flow cytometry, multiplex, fluorescent GTP; GST-Rac1 activated beads; actives lie on both sides; 100% means binding = to untreated wells; percent activity (GTP binding), % at 10 µM; 190,000 tested, 0.11% active; AID 764, 2007;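 active = GTP binding at least 20 percentage points away from the 100% baseline, in either direction, so actives lie on both sides; inconclusive = Compound likely fluorescent itself, or too few beads counted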
Avidin bead fluor: green autofluorescence of compounds with avidin beads – biophysical, 488/530 nm, flow cytometry, artefact control, profiling panel | fluorescence (KMESF) at 10 µM | compound fluorescence 488/530 nm; stronger effect = higher value | 220,000 tested, 0.38% active; in the data active = fluorescence above about 47; note: inactives centre near 10
Rac1 wt modul: wildtype Rac1 GTP binding modulators, primary screen, biochemical, GST-Rac1 beads, flow cytometry, multiplex. fluorescent GTP binding; actives lie on both sides; 0 = cold GTP competed, 100 = untreated. GTP binding activity (% of control), % at 10 µM. Ras-related C3 botulinum toxin substrate 1 (Homo sapiens), P63000. 190,000 tested, 0.27% active;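 active = GTP binding activity at least 20 points away from the 100% control level, either lower or higher; inconclusive = compound flagged as likely green fluorescent, judged across all proteins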
Pf gametocyte: late stage P. falciparum gametocyte viability inhibitors, primary screen, ATP luminescence, HTS; AID 743093, 2013; 150,000 tested, 0.065% active; P. falciparum stage V gametocytes, 24 h; inhibition, % at 10.9 µM;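 active = inhibition above the mean plus 3 SD of compounds within the control limits, set per campaign, cut at about 38% in these data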;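 note: 0% = DMSO wells and 100% = medium only without gametocytes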
GSH bead fluor: compound fluorescence on glutathione beads, profiling panel, artefact control, biophysical, 488/530 nm, flow cytometry; GSH beads flow cytometry, compound fluorescence 488/530 nm; stronger effect = higher value; fluorescence (KMESF) at 10 µM; 190,000 tested, 0.25% active; AID 1776, 2009; in the data active = fluorescence above about 89;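 note: glutathione beads carrying GST-tagged Bcl family fusion proteins plus one bare bead set; values are compound well signal with DMSO vehicle wells as background; inactives centre near 16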
Rab2 wt GTP: modulators of GTP binding to Rab2A wildtype, primary screen, biochemical, dog, bead-based flow cytometry, multiplex; GST-Rab2 wt beads, Bodipy-GTP binding; GTP binding activity, % at 10 µM; 190,000 tested, 0.19% active;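 active = GTP binding activity at least 20 points away from 100%, either lowered or raised; inconclusive = signal likely due to the compound's own green fluorescence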;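 note: 0% = beads with excess unlabeled GTP and 100% = no-compound control corrected for plate trend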
ABCG2 inh: ABCG2 efflux pump inhibitors, primary screen, multiplex with ABCB1, IgMXP3 cells, flow cytometry; Broad substrate specificity ATP-binding cassette transporter ABCG2 (Homo sapiens), Q9UNQ0; JC-1 efflux; inhibition, % at 6.6 µM; 190,000 tested, 0.1% active; AID 1325, 2008;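 active = inhibition above 80%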;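 note: 0% = DMSO and 100% = nicardipine control wells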
Target sequence (Q9UNQ0 whole entry, looked up): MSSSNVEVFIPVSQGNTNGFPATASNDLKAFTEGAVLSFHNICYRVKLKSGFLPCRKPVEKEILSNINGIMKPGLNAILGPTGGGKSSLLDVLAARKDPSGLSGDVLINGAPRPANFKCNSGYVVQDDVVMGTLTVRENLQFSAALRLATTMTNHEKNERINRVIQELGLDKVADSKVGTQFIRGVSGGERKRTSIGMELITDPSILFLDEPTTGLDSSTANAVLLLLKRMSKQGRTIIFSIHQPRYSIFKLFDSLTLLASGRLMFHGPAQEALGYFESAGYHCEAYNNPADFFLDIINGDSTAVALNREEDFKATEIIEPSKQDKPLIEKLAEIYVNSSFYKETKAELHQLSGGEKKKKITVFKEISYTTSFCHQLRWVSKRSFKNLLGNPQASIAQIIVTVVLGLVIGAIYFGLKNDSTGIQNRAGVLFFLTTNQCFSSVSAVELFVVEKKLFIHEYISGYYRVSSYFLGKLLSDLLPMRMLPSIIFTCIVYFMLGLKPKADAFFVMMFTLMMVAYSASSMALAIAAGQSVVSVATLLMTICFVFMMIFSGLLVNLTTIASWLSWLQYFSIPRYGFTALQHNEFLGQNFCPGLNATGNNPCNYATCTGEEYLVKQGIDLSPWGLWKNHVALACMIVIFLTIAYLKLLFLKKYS
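Measure – % inhibition of efflux relative to nicardipine and DMSO · Test system – ABCG2 IgMXP3 and barcoded ABCB1 CCRF-Adr cell mix · Control set – nicardipine as high control, DMSO as low control · Compound – one concentration, 6.6 µM final · Signal – flow cytometry of retained JC-1 fluorescence · Timing – 10 min exposure at 25 °C with rotation, no wash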
Rab7 wt GTP bind: modulators of GTP binding to Rab7, primary screen, biochemical, wildtype, multiplex bead flow cytometry. GST-Rab7 beads, fluorescent GTP binding; actives lie on both sides; untreated = 100%, excess cold GTP = 0%. GTP binding activity (percent of control), % at 10 µM. 190,000 tested, 0.055% active. AID 758, 2007;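 active = fluorescent GTP binding to Rab7 beads changed by at least 20 points from the 100% baseline, either direction, mostly lower; inconclusive = compound itself probably fluorescent, or too few beads counted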;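 note: median green fluorescence of bound Bodipy-FL-GTP per Rab7 bead population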
Starred values were filed as active, the others as inactive; ? = inconclusive; / = not tested or not shown.

nr | structure | HRas wt GTP bind | ABCB1 block | Cdc42 wt GTP | Rac1 act GTP bind | Avidin bead fluor | Rac1 wt modul | Pf gametocyte | GSH bead fluor | Rab2 wt GTP | ABCG2 inh | Rab7 wt GTP bind
1 | Cc1ccccc1C(=O)NNC(=O)CSc1nnc(C)n1-c1ccccc1 | 101 | 1.4 | 101 | 100 | 18 | 104 | / | 17 | 100 | 7 | 104
2 | Cc1ccc(N2C(=O)SC(N(CC(=O)O)c3cccc(C)c3)C2=O)cc1 (stereo not drawn) | 101 | 0.4 | 101 | 99 | 8 | 101 | -8 | 46 | 102 | 0 | 97
3 | CCCC(=O)Nc1cnc(NC(=O)c2cccc(F)c2)cc1C | 106 | 1.0 | 107 | 101 | 14 | 103 | 14 | 17 | 106 | 8 | 97
4 | Cc1cc(C(=O)CSc2nc3ccc(Cl)cc3[nH]2)c(C)n1CC1CCCO1 (stereo not drawn) | 99 | 0.3 | 100 | 98 | 2 | 102 | / | 49 | 100 | 0 | 98
5 | CCC(=O)/C(=C(/O)c1ccccc1)c1nc2ccccc2[nH]1 | 98 | 0.1 | 94 | 95 | 25 | 97 | 19 | 12 | 98 | 0 | 106
6 | Cc1c(Cl)cccc1NC(=S)N1CCN(Cc2ccc3c(c2)OCO3)CC1 | 100 | 0.0 | 102 | 100 | 7 | 104 | / | 21 | 100 | 0 | 101
7 | COC(=O)C1=C(C)NC(C)=C(C(=O)OC)C1c1ccc(NC(C)=O)cc1 | 103 | -0.5 | 105 | 101 | 12 | 107 | -27 | 25 | 102 | 2 | 98
8 | CC1(C)CC(=O)c2sc(NC(=O)c3cccs3)nc2C1 | 100 | 0.7 | 99 | 98 | 22 | 102 | / | 12 | 99 | 22 | 101
9 | Cc1ccc(C)c(Cn2cnc3c(nnn3-c3ccc(F)cc3)c2=O)c1 | 101 | -0.2 | 103 | 100 | 11 | 107 | -16 | 76 | 97 | 0 | 97
10 | O=C(OCC(=O)N1CCc2ccccc21)c1cccc(S(=O)(=O)N2CCCc3ccccc32)c1 | 99 | 6.2 | 99 | 97 | 15 | 104 | 15 | 7 | 98 | 6 | 102
11 | COc1ccc(CN(CC2CCC(C(=O)O)CC2)C(=S)Nc2ccccc2OC)cc1 (stereo not drawn) | 99 | 0.5 | 99 | 97 | 8 | 102 | / | 17 | 98 | 2 | 99
12 | CC(=O)NNC(=O)C(O)(c1ccccc1)c1ccccc1 | 99 | 0.5 | 102 | 97 | 7 | 99 | 11 | 15 | 99 | 1 | 95
13 | c1ccc(-n2ncc3c2ncn2nnnc32)cc1 | 105 | 0.4 | 107 | 101 | 7 | 101 | / | 20 | 104 | 1 | 98
14 | N#CC1=C(N)OC2=C(C(=O)CCC2)C1c1cccs1 (stereo not drawn) | 96 | 1.2 | 96 | 97 | 13 | 98 | -2 | 10 | 100 | 5 | 101
15 | CCCC(=O)c1ccc(N2CCN(C(=O)c3ccccc3Br)CC2)c(F)c1 | 102 | 0.9 | 103 | 95 | 26 | 99 | 17 | 11 | 99 | 4 | 100
16 | CCCC(=O)NC(Nc1cccc(C(F)(F)F)c1)C(Cl)(Cl)Cl (stereo not drawn) | 95 | 0.0 | 94 | 93 | 7 | 101 | / | 58 | 93 | 0 | 96
17 | CCOC(=O)c1oc2ccc3c(c2c1C)C(=O)CC1(CCN(C(=O)OCC)CC1)O3 | 99 | 1.2 | 98 | 96 | 4 | 97 | / | 23 | 94 | 5 | 95
18 | N/C(Cc1ccc([N+](=O)[O-])cc1)=N\OC(=O)c1ccc(Br)o1 | 99 | 2.7 | 101 | 100 | 13 | 102 | / | 21 | 100 | 4 | 97
19 | CCN1C(=O)C(O)(CC(=O)c2ccc3c(c2)OCCO3)c2ccccc21 (stereo not drawn) | 98 | -1.1 | 96 | 97 | 4 | 98 | / | 17 | 97 | -2 | 90
20 | CCOC(=O)c1c(-c2ccc(C)cc2)csc1NC(=O)C1CC=CCC1C(=O)O (stereo not drawn) | 95 | -0.1 | 93 | 94 | / | 96 | -5 | 9 | 93 | 0 | 96
21 | C=CCN1CN(Cc2ccco2)CNC1=S | 103 | 0.1 | 102 | 102 | 14 | 105 | 5 | 17 | 103 | -2 | 99
22 | O=C(c1ccc(C(F)(F)F)cc1)N1CCC(=O)N(C(COCc2ccc(Cl)cc2)Cc2ccccc2)CC1 (stereo not drawn) | 100 | 3.5 | 96 | 98 | 11 | 102 | / | 19 | 97 | 6 | 100
23 | Cc1nnc(SCSc2nnc(C)s2)s1 | 98 | 0.6 | 99 | 97 | 4 | 101 | / | 36 | 97 | 3 | 99
24 | O=C(/C=C/c1cn(-c2ccccc2)nc1-c1cccnc1)N1CCCCC1 | 94 | 3.6 | 100 | 101 | 11 | 99 | 16 | 14 | 97 | 14 | 94
25 | O=C(NC1CCS(=O)(=O)C1)c1cccc(S(=O)(=O)N2CCCC2)c1 (stereo not drawn) | 103 | 1.1 | 100 | 98 | 11 | 106 | -3 | 18 | 103 | 4 | 108
26 | COc1ccc(CCNC(=O)c2ccco2)cc1OC | 97 | 0.9 | 97 | 98 | 10 | 97 | 10 | 13 | 97 | 13 | 97
27 | COc1cc(-c2nnc(SCC(=O)N(C)C3CCS(=O)(=O)C3)o2)cc(OC)c1OC (stereo not drawn) | ? | -0.1 | ? | ? | 24 | ? | / | 16 | ? | 0 | ?
28 | CCOC(=O)C1CCN(c2nc3ccccc3nc2C(C#N)C(=O)OC(C)C)CC1 (stereo not drawn) | 99 | 2.4 | 102 | 95 | 11 | 95 | -26 | 10 | 96 | 12 | 97
29 | CC(=O)Nc1sc2c(c1CN1CCN(c3ccc(F)cc3)CC1)CCCC2 | 101 | 2.3 | 101 | 99 | 22 | 106 | / | 35 | 105 | 20 | 100
30 | COc1ncnc2c1NC(=O)CS2 | 102 | 0.5 | 104 | 102 | 8 | 106 | / | 5 | 100 | 2 | 101
31 | COc1cc(C2C(C#N)=C(C)NC3=C2C(=O)CC(C)(C)C3)ccc1OCCO (stereo not drawn) | 102 | 0.0 | 105 | 101 | 8 | 103 | / | 21 | 104 | 0 | 90
32 | COc1ccc(N2CCN(C(=O)CSc3nnc(-c4cccnc4)n3-c3ccccc3)CC2)cc1 | 97 | 0.7 | 96 | 96 | 6 | 98 | / | 12 | 97 | 1 | 99
33 | Cc1ccc(NC(=O)CSC2=C(C#N)C(c3ccco3)CC(=O)N2)cc1 (stereo not drawn) | 100 | 0.3 | 99 | 100 | 41 | 101 | / | 19 | 99 | 2 | 97
34 | Cc1cccc(N2C(=O)C3C4C=CC(C4)C3C2=O)c1 (stereo not drawn) | 101 | -0.2 | 95 | 94 | 11 | 100 | / | 48 | 97 | 0 | 97
35 | CCc1ccc(CN(C)C(=O)CCc2nnc(CCc3cccc(OC)c3)o2)nc1 | 95 | 0.7 | 97 | 94 | 9 | 95 | / | 17 | 96 | 1 | 96
36 | CCCCCCSC1=C(C#N)C(c2ccccc2)CC(=O)N1 (stereo not drawn) | 102 | 0.7 | 103 | 97 | 10 | 102 | 9 | 40 | 100 | 3 | 100
37 | COc1ccc(CC2CCOC2=O)cc1 (stereo not drawn) | 96 | 0.1 | 96 | 96 | 10 | 99 | 9 | 37 | 96 | 0 | 92
38 | O=C(/C=C/c1cccc(Cl)c1)c1nc2ccccc2[nH]1 | 96 | 0.9 | 99 | 98 | 9 | 95 | -1 | 11 | 99 | 9 | 98
39 | COc1cccc(OC)c1C(=O)Nn1c(C2CCC2)nc2ccccc2c1=O | 106 | 0.6 | 107 | 101 | 15 | 105 | -11 | 64 | 106 | 1 | 96
40 | O=C(NCc1cccs1)C1CCC(=O)N1C1CCCCC1 (stereo not drawn) | 97 | 0.1 | 97 | 96 | 11 | 97 | / | 35 | 95 | 0 | 97
41 | COc1cc(C(=O)OCc2ccc([N+](=O)[O-])cc2)cc(OC)c1OC | 95 | 0.3 | 94 | 97 | 5 | 98 | -6 | 10 | 97 | 7 | 98
42 | Cc1nnc(NC(=O)CC(CN(C)S(=O)(=O)c2ccccc2)c2ccccc2)s1 (stereo not drawn) | 98 | 1.2 | 100 | 99 | 6 | 100 | / | 25 | 100 | 7 | 97
43 | C=CCN=C1SC(C)(C)C(=O)N1S(=O)(=O)c1ccc(C)cc1 | 95 | 0.4 | 95 | 94 | 4 | 96 | -28 | 12 | 96 | -1 | 90
44 | Cc1cc(CN(C)C)c(O)c(C2(C)CCCCC2)c1 | 99 | 0.5 | 98 | 100 | 38 | 101 | / | 18 | 97 | 1 | 97
45 | C(=N\n1cnnc1)/c1cn(Cc2ccccc2)c2ccccc12 | 100 | 0.9 | 98 | 99 | 13 | 101 | / | 7 | 99 | 5 | 95
46 | CC1CN(S(=O)(=O)Cc2ccccc2)CC(C)O1 (stereo not drawn) | 98 | -1.0 | 103 | 98 | 26 | 102 | 5 | 31 | 101 | -9 | 102
47 | CCCC(c1nnnn1CC1CCCO1)N1CCN(c2ccccc2)CC1 (stereo not drawn) | 98 | 0.0 | 97 | 98 | 6 | 98 | / | 22 | 97 | 1 | 104
48 | O=C(CCC(=O)N(CC(=O)NC1CCCC1)C1CCCC1)Nc1ccccn1 | 100 | 0.7 | 100 | 101 | 16 | 99 | -8 | 8 | 99 | 1 | 96
49 | Cc1ccccc1-n1nc2c(c1NC(=O)c1ccc(Br)o1)CSC2 | 100 | 0.2 | 101 | 98 | 13 | 102 | / | 22 | 99 | -5 | 103
50 | COc1ccc(NC(=O)CC2C(=O)N(c3ccc(F)cc3)C(=S)N2NC(=O)c2ccccc2)cc1 (stereo not drawn) | 101 | -0.2 | 101 | 100 | 13 | 106 | 10 | 18 | 98 | -1 | 101
51 | COc1cccc(C(=O)Nc2ccccc2N2CCCC2)c1 | 100 | 1.4 | 104 | 98 | 14 | 104 | 13 | 36 | 101 | 3 | 99

Compound activity (PubChem)
